NCI-60 one-dose screen, 48 h, at 10 µM unless noted. Numbers give growth in % (100 = growth as untreated, 0 = no growth, -100 = all killed).
SK-MEL-2 = SK-MEL-2 melanoma. AID 1794763. actives 4.7% (n = 77,000)
SK-MEL-5 = SK-MEL-5 melanoma; actives 6.4% (n = 80,000)
UACC-62 = UACC-62 melanoma; actives 5.4% (n = 81,000)
UACC-257 = UACC-257 melanoma. actives 4.4% (n = 78,000)
LOX IMVI = LOX IMVI melanoma; actives 7.4% (n = 79,000)
MALME-3M = MALME-3M melanoma. actives 5.8% (n = 78,000). AID 1794766
MDA-MB-435 = MDA-MB-435 melanoma; AID 1794794; actives 7.8% (n = 82,000)
SK-MEL-28 = SK-MEL-28 melanoma. actives 4.1% (n = 81,000). AID 1794761
Starred values were filed as active, the others as inactive; · = no result given; [ ] = another dose, or the depositor's remark. How the source made its calls: active means growth percent below 10; inactive means the rest.

SMILES	SK-MEL-2	SK-MEL-5	UACC-62	UACC-257	LOX IMVI	MALME-3M	MDA-MB-435	SK-MEL-28
N#C/C(=C\c1c(-c2ccccc2)[nH]c2ccccc12)S(=O)(=O)c1ccccc1	47	12	34	74	43	76	7.3*	52
Nc1cccc([N+](=O)[O-])c1N	95	92	92	92	93	93	97	106
COc1ccc2cc([C@H](C)C(=O)O)ccc2c1	114	100	109	101	93	97	99	114
CCN(C(=O)CN1CCN(c2cc3c(cc2F)c(=O)c(C(=O)O)cn3C2CC2)CC1)c1nc(-c2ccc(OC)cc2)cs1	79	29	17	43	-58*	66	53	45
Cc1cc(N=Nc2ccccc2)cc(C)c1NC(=O)C(F)(F)F	106	94	80	110	104	119	98	100
CCNCCCn1c2c(c3cc(OC)c(OC)cc3c1=O)C(=O)c1cc(OC)cnc1-2	·	-18*	5.6*	·	-8.2*	63	38	65
COc1ccc(NC(=O)CN)cc1	99	100	91	71	96	94	108	111
CC/C(=C(\c1ccc(OCCN2CCCCC2)cc1)c1ccc(OC(=O)c2ccccc2)cc1)c1ccccc1	101	106	95	104	100	104	103	110
CCc1ccc(C2=C/C(=C/c3ccc(Cl)cc3)C(=O)N2CCc2ccc(S(N)(=O)=O)cc2)cc1	-13*	41	31	39	24	41	37	38
CCOC(=O)/C(=C/c1ccc(Cl)cc1)N(CC)CC	110	105	96	103	98	104	113	114
c1ccc(-c2cnc(C3CCCCC3)o2)cc1	106	107	·	99	106	120	106	112
COc1ccc(C(=O)Cn2cnc3c(Nc4cc(C(=O)Nc5ccc(CCN6CCN(c7ccccc7)CC6)cc5)ccc4C)ncnc32)cc1	77	90	87	86	87	95	97	98

Compound profiles, from the list above. Order of screens: SK-MEL-2, SK-MEL-5, UACC-62, UACC-257, LOX IMVI, MALME-3M, MDA-MB-435, SK-MEL-28
N#C/C(=C\c1c(-c2ccccc2)[nH]c2ccccc12)S(=O)(=O)c1ccccc1 reads 47, 12, 34, 74, 43, 76, 7.3*, 52
CCc1ccc(C2=C/C(=C/c3ccc(Cl)cc3)C(=O)N2CCc2ccc(S(N)(=O)=O)cc2)cc1 reads -13*, 41, 31, 39, 24, 41, 37, 38
Cc1cc(N=Nc2ccccc2)cc(C)c1NC(=O)C(F)(F)F reads 106, 94, 80, 110, 104, 119, 98, 100
COc1ccc(C(=O)Cn2cnc3c(Nc4cc(C(=O)Nc5ccc(CCN6CCN(c7ccccc7)CC6)cc5)ccc4C)ncnc32)cc1 reads 77, 90, 87, 86, 87, 95, 97, 98

Further entries
SMILES	SK-MEL-2	SK-MEL-5	UACC-62	UACC-257	LOX IMVI	MALME-3M	MDA-MB-435	SK-MEL-28
O=C1CCC(ON(C(=O)c2ccccc2)c2ccccc2)N1 (configuration not stated)	104	108	99	100	104	104	104	109
Cc1ccc2nc(-c3ccc(N=NNc4ccc(-c5nc6ccc(C)c(S(=O)(=O)O)c6s5)cc4)cc3)sc2c1S(=O)(=O)O	101	97	98	107	94	104	116	106
O=C(CC(O)c1ccncc1)c1ccccc1 (configuration not stated)	57	88	89	83	-38*	92	105	105
COc1ccc(/C=N\Nc2ccc(S(=O)(=O)c3ccc(N/N=C/c4ccc(OC)cc4)cc3)cc2)cc1	·	106	93	104	88	·	95	112
O=C(O)CCC/C=C\C[C@H]1C=CC(=O)/C1=C/C[C@@H](O)C/C=C\CC(F)(F)F	91	84	78	67	58	130	94	97
O=c1[nH]c2ncccc2n2cc3ccccc3c12	92	87	79	92	85	101	83	100
COc1ncnc2c(CN3CCN(Cc4ccccc4)CC3)c[nH]c12	130	100	106	105	97	113	93	107
CCOc1ccccc1NC(=O)c1cc(-c2ccc(Cl)cc2)n(-c2ccc(S(C)(=O)=O)cc2)n1	106	93	68	107	·	104	100	97
Nc1ccc(-c2cccc(Oc3ccc4nnc(Cl)n4n3)c2)cc1	108	98	89	106	96	125	105	114
CCCCNCCCN(CCCC)CCCNCCCC	112	97	96	·	104	104	94	100
C=C(C)[C@@H]1CC[C@]2(C(=O)NNC(=O)c3ccncc3)CC[C@]3(C)[C@H](CC[C@@H]4[C@@]5(C)CCCNC(C)(C)[C@@H]5CC[C@]43C)[C@@H]12	122	102	102	103	·	105	102	105
Cc1ccc(/C=C/C(=O)c2ccc(NC(=O)CSc3nnc(-c4c[nH]c5ccccc45)n3-c3ccccc3)cc2)cc1	91	94	76	111	78	94	73	99
O=C(O)CCCc1cccc2ccccc12	113	105	102	113	95	101	103	109
COc1ccc(-n2ncn(CCCCn3cnn(-c4ccc(OC)cc4)c3=O)c2=O)cc1	100	104	92	97	·	109	95	102
CC(=O)Oc1ccc2c(c1)Oc1cc(OC(C)=O)ccc1C21OC(=O)c2cc(CC[C@H]3CCC/C=C/[C@@H]4C[C@H](O)C[C@H]4[C@H](O)/C=C/C(=O)O3)ccc21	100	96	100	77	15	74	88	83
O=C(Cn1cc(-c2ccccc2)nn1)Nc1nc2ccccc2s1	101	100	96	108	91	90	104	100
Cc1nc2ccccc2c(C(=O)O)c1-c1ccccn1	107	108	108	108	96	·	112	118
N/C(=N\c1nc2ccc([N+](=O)[O-])cc2s1)NC(=O)Nc1ccccc1Cl	88	45	55	90	30	-17*	5.8*	60
COc1ccc(-c2cc(-c3nnc(SCC(=O)Nc4ccc(/C(C)=N\O)cc4)n3-c3ccccc3)c3ccccc3n2)cc1OC	95	101	105	96	103	104	104	112
CCOC(=O)c1cc2c([nH]c1=O)-c1cnn(-c3ccc(OC)cc3)c1CC2	107	99	108	103	102	106	92	103
O=C(Nc1ccccc1-c1ccccc1)C(=O)Nc1ccccc1-c1ccccc1	114	112	105	113	96	·	111	117
Cc1ccccc1OC(=O)c1ccc([N+](=O)[O-])cc1	·	109	101	108	98	109	109	114
O=C(O)C(=O)NCc1ccccc1	·	106	96	106	95	·	98	103
CC(C)=CCC/C(C)=C\C=N\NC(=O)c1ccncc1	89	103	103	84	91	85	105	100
C/C(=N/NS(=O)(=O)c1ccc(N)cc1)c1cccs1	98	102	99	95	97	107	106	118
Cn1c(=S)c2[nH]c(SCCC(C)(C)C)nc2n(C)c1=O	68	39	66	83	56	84	·	78
CCSC(=O)Nc1c[nH]c(=O)[nH]c1=O	130	104	95	89	92	102	98	106
N#Cc1c(NC(=O)c2ccccc2I)sc2c1CCCC2	26	19	38	61	37	61	-4.7*	64
Cc1cccc2c3c(sc12)C(c1ccc(Cl)cc1)C(C#N)=C(N)O3 (configuration not stated)	46	27	18	70	18	62	·	59
CCOC(=O)C(CCC(=O)OC)C(=O)OCC	99	99	95	95	103	85	106	105
C=CCn1c(SCC(=O)Nc2ccc(C(C)=O)cc2)nnc1-c1cc(-c2ccc(S(N)(=O)=O)cc2)nc2ccccc12	110	95	94	104	95	95	99	103
COc1cc(/C(C#N)=C/c2ccc3c(c2OC)OCO3)cc2c1OCO2	·	37	19	62	24	37	-39*	46
CNS(=O)(=O)c1ccc2ccccc2c1	104	104	102	103	103	105	111	114
COc1ccc2[nH]cc(-c3nc(N)nnc3-c3cn(C)c4ncccc34)c2c1	49	31	38	73	·	38	-1.5*	62
COc1cccc(Sc2ccc([N+](=O)[O-])c3no[n+]([O-])c23)c1	86	89	53	97	29	28	64	55
COc1cc(-c2nnc(NC(=O)CN3CCN(c4cc5c(cc4F)c(=O)c(C(=O)O)cn5C4CC4)CC3)s2)cc(OC)c1OC	94	88	79	93	61	94	89	87
COc1cc(/C=C2\S/C(=N/Nc3nc(-c4ccc(Br)cc4)cs3)NC2=O)cc(OC)c1OC	98	67	56	90	54	86	77	96
O=S1(=O)N(Cc2ccccc2)[C@H](Cc2ccccc2)[C@H](O)[C@H](O)[C@@H](Cc2ccccc2)N1Cc1ccccc1	90[7.5 µM]	96[7.5 µM]	99[7.5 µM]	78[7.5 µM]	86[7.5 µM]	96[7.5 µM]	98[7.5 µM]	·
CCOC(=O)c1c(NCC(=O)Nc2ccc(Br)cc2)sc2c1CCCC2	69	40	47	76	4.1*	22	43	68
CCCCCCCCCCCCCCCc1ccc(N)c(OC2OC(COC(C)=O)C(OC(C)=O)C(OC(C)=O)C2OC(C)=O)c1 (configuration not stated)	97	97	85	98	103	103	114	98
CCCCCCCC[C@H]1C=CC(=O)N1CCCCCCC(=O)OC	115	100	100	101	93	103	103	96
CCOC(=O)C(CCc1ccccc1[N+](=O)[O-])(CCc1ccccc1[N+](=O)[O-])C(=O)OCC	82	80	69	92	93	·	94	102
CC(=O)OC[C@H]1O[C@@H](NS(=O)(=O)c2ccc(C)cc2)C(OC(C)=O)[C@@H](OC(C)=O)C1OC(C)=O (some centres not stated)	104	105	108	·	91	106	103	105
Brc1cccc(-c2cn3c(ccc4ccccc43)n2)c1	93	86	77	93	81	107	42	99
COC(=O)c1ccccc1Cl	108	103	104	102	99	95	103	115
CC#C[C@]1(O)CC[C@H]2[C@@H]3CCC4=CC(=O)CCC4=C3[C@@H](c3ccc4c(c3)OCO4)C[C@@]21C	71	84	57	90	84	98	95	108
CCOC(=O)c1ccc2n1CCCc1cnc(NC3CCCCC3)nc1-2	101	87	81	104	95	99	91	96
CC(=O)Nc1c(Cl)c(Cl)c2c(c1Cl)C(=O)c1cc(Cl)ccc1-2	101	63	109	89	90	107	105	102
CCOc1ccccc1OCC	104	100	97	98	89	103	115	122
CN1CCN(c2ccc(NCc3cn(-c4ccc(C(F)(F)F)cc4)nc3-c3ccc(C(=O)O)cc3)cc2C(F)(F)F)CC1	101	82	86	107	81	108	95	103
CC(C)(C)Nc1nc2c(OCCc3ccccc3)cccn2c1-c1cccc(Oc2ccccc2)c1	-26*	-75*	15	6.1*	3.9*	0.4*	20	34
CCC(C)(O)Cc1ccc(Cl)cc1 (configuration not stated)	·	92	101	108	103	110	101	112
N#Cc1ccc(C(F)(F)F)nc1N1CCC(C(=O)NCc2ccc3c(c2)OCO3)CC1	90	93	92	107	96	110	97	113
CCCCCCC1=C(P(=O)(O)OCC)N[C@H](C(=O)O)CS1	99	97	86	91	98	94	101	91
COc1ccc(N2C(=O)c3cc(OC)c(OC)cc3NC2SCc2ccccc2)cc1 (configuration not stated)	100	97	94	105	95	95	107	97
COc1ccccc1CCC(=O)N[C@@H]1CCCN(c2ccc(C(F)(F)F)cn2)C1	90	98	83	74	96	108	114	114
O=C1/C(=C/c2cccc(F)c2)Cc2ccccc21	·	99	99	·	97	106	98	105
O=C(N/N=C1/C2CC3C(C2CO)[C@H]13)c1ccncc1 (some centres not stated)	82	100	97	68	98	99	111	102
COc1cc(Cl)cc(-c2nn(C(=O)NS(=O)(=O)c3ccc4ccccc4c3)cc2-c2ccncc2)c1	111	105	97	115	96	106	95	113

Grouped by structure, the entries above containing a CF3 group (5)
SMILES	SK-MEL-2	SK-MEL-5	UACC-62	UACC-257	LOX IMVI	MALME-3M	MDA-MB-435	SK-MEL-28
Cc1cc(N=Nc2ccccc2)cc(C)c1NC(=O)C(F)(F)F	106	94	80	110	104	119	98	100
O=C(O)CCC/C=C\C[C@H]1C=CC(=O)/C1=C/C[C@@H](O)C/C=C\CC(F)(F)F	91	84	78	67	58	130	94	97
CN1CCN(c2ccc(NCc3cn(-c4ccc(C(F)(F)F)cc4)nc3-c3ccc(C(=O)O)cc3)cc2C(F)(F)F)CC1	101	82	86	107	81	108	95	103
N#Cc1ccc(C(F)(F)F)nc1N1CCC(C(=O)NCc2ccc3c(c2)OCO3)CC1	90	93	92	107	96	110	97	113
COc1ccccc1CCC(=O)N[C@@H]1CCCN(c2ccc(C(F)(F)F)cn2)C1	90	98	83	74	96	108	114	114

6 structures from above, ordered by SMILES length, descending:
SMILES	SK-MEL-2	SK-MEL-5	UACC-62	UACC-257	LOX IMVI	MALME-3M	MDA-MB-435	SK-MEL-28
CC#C[C@]1(O)CC[C@H]2[C@@H]3CCC4=CC(=O)CCC4=C3[C@@H](c3ccc4c(c3)OCO4)C[C@@]21C	71	84	57	90	84	98	95	108
Cc1ccc(/C=C/C(=O)c2ccc(NC(=O)CSc3nnc(-c4c[nH]c5ccccc45)n3-c3ccccc3)cc2)cc1	91	94	76	111	78	94	73	99
CCOC(=O)C(CCc1ccccc1[N+](=O)[O-])(CCc1ccccc1[N+](=O)[O-])C(=O)OCC	82	80	69	92	93	·	94	102
COc1ccc2[nH]cc(-c3nc(N)nnc3-c3cn(C)c4ncccc34)c2c1	49	31	38	73	·	38	-1.5*	62
COc1ccc(N2C(=O)c3cc(OC)c(OC)cc3NC2SCc2ccccc2)cc1 (configuration not stated)	100	97	94	105	95	95	107	97
CC(C)=CCC/C(C)=C\C=N\NC(=O)c1ccncc1	89	103	103	84	91	85	105	100

Screens (PubChem)

Random draw from the library; about 12% have a hit in one of these screens.
